TcdB inh – inhibitors of Clostridioides difficile toxin B glycohydrolase; TcdB glycohydrolase enzymatic assay, plate reader; inhibition, % at 9.99 µM; hit rate 0.24% among 350,000; P18177; in the data active means inhibition above about 10%
Target sequence (P18177 whole entry, looked up): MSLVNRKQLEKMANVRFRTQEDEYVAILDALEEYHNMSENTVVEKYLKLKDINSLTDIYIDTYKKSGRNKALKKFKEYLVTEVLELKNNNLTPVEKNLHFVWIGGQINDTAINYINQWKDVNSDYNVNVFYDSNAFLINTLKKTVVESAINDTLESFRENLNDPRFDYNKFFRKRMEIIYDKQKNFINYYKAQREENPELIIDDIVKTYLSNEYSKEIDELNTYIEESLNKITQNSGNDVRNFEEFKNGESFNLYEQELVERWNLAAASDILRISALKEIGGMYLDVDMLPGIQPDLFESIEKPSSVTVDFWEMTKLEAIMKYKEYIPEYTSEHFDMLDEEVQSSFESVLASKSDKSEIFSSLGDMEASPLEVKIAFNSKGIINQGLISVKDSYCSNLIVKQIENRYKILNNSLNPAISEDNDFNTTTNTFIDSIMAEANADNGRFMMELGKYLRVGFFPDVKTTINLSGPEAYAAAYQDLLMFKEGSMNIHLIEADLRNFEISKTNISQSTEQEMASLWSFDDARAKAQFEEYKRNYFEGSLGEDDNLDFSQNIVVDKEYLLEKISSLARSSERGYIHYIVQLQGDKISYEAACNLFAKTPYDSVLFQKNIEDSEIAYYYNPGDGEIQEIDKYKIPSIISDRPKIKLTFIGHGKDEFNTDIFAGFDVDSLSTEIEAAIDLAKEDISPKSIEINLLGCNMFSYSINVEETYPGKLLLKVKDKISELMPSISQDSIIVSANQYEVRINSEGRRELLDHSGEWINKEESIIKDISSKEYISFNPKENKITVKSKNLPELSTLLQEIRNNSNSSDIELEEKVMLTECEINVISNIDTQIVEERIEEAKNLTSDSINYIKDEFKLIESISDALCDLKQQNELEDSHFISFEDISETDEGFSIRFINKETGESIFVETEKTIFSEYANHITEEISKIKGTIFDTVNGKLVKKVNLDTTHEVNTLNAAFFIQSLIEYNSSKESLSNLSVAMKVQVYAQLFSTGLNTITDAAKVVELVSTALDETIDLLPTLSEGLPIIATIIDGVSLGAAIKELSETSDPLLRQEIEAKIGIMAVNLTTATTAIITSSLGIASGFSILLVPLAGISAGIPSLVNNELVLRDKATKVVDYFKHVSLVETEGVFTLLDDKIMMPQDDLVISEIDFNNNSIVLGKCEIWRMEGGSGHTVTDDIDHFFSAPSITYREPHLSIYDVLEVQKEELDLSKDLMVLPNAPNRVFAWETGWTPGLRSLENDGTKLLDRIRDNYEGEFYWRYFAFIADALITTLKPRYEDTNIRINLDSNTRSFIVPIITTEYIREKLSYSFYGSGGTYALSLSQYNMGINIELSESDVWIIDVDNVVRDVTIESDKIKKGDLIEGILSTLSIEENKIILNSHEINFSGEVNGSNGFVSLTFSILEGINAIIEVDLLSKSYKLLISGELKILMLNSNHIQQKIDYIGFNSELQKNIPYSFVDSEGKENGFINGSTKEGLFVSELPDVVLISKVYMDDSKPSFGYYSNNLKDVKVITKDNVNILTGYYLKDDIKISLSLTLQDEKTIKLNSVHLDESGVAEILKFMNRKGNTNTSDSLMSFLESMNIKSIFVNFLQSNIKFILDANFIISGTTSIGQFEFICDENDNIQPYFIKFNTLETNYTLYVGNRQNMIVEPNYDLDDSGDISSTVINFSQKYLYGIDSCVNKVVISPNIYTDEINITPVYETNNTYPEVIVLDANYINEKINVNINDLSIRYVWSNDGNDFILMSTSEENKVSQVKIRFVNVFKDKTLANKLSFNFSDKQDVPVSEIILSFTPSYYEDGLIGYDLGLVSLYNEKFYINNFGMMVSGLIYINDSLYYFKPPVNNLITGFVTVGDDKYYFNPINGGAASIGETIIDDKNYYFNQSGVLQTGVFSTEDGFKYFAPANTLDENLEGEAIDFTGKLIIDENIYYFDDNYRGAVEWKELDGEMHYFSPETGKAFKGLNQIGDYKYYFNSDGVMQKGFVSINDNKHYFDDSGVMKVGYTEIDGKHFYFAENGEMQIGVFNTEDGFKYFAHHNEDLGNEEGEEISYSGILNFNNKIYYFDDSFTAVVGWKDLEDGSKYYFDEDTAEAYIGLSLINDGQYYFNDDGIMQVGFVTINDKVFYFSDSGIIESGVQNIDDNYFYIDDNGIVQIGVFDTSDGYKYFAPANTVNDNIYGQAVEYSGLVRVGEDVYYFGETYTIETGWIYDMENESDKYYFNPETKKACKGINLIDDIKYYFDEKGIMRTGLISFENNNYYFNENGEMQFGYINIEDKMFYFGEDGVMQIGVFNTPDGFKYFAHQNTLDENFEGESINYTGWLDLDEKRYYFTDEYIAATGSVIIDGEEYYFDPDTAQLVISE
Mtb BioA inh – inhibitors of Mycobacterium tuberculosis BioA enzyme; purified M. tuberculosis BioA enzyme, plate reader; inhibition, % at 9.99 µM; hit rate 0.096% among 360,000; AID 602481; in the data active means inhibition above about 40%
* = called active by the depositor. Not all compounds are listed; the hit share may differ from the screen's.

SMILES | TcdB inh | Mtb BioA inh
CO[C@@H]1CN(C)C(=O)c2ccc(NC(=O)c3nc4ccccc4s3)cc2OC[C@@H](C)N(Cc2ccccc2)C[C@H]1C | -0.2 | -0.5
C[C@@H]1CN([C@H](C)CO)C(=O)c2cc(N(C)C)ccc2O[C@@H]1CN(C)S(=O)(=O)c1ccccc1 | -2.0 | -2.2
C[C@H](CO)N1C[C@H](C)[C@@H](CN(C)C)Oc2ncc(-c3cccc(C#N)c3)cc2C1=O | -0.2 | -1.7
C[C@H]1CCCCO[C@H](CN(C)S(C)(=O)=O)[C@@H](C)CN([C@@H](C)CO)C(=O)c2cc(NC(=O)NC3CCCCC3)ccc2O1 | 0.4 | 0.9
O=C(c1ccc(F)cc1)N1CCCCN2[C@@H](CO)[C@@H](c3ccc(-c4ccccc4)cc3)[C@@H]2C1 | -0.1 | 1.4
C[C@H]1CN([C@@H](C)CO)S(=O)(=O)c2ccc(-c3ccc(C#N)cc3)cc2O[C@H]1CN(C)C(=O)Nc1cc(F)ccc1F | 0.3 | -4.6
C[C@@H]1CCCCO[C@H](CN(C)S(=O)(=O)c2ccccc2)[C@@H](C)CN([C@H](C)CO)C(=O)c2cc(NC(=O)CCCN(C)C)ccc2O1 | 0.7 | -0.9
C[C@@H]1CN([C@H](C)CO)C(=O)c2cc(NC(=O)Cc3ccccc3)ccc2O[C@@H](C)CCCCO[C@@H]1CN(C)C(=O)C1CCCCC1 | 0.4 | 0.8
O=C(C[C@@H]1C[C@@H]2c3cc(NC(=O)Nc4ccc(C(F)(F)F)cc4)ccc3O[C@@H]2[C@@H](CO)O1)NCc1cc(F)ccc1F | -1.0 | -2.8
C[C@H](CO)N1C[C@H](C)[C@H](CN(C)S(=O)(=O)c2ccc(Cl)cc2)Oc2ccc(NC(=O)Nc3ccc(F)cc3)cc2C1=O | 0.4 | 0.1
C[C@H](CO)N1C[C@H](C)[C@H](CN(C)C(=O)Cc2ccncc2)Oc2cc(C#CC3(O)CCCC3)ccc2S1(=O)=O | 1.0 | -0.1
C[C@@H]1CN([C@H](C)CO)C(=O)c2cc(NC(=O)c3ccccc3)ccc2O[C@@H](C)CCCCO[C@@H]1CN(C)C(=O)Nc1cccc2ccccc12 | -1.8 | 0.0
C[C@@H]1CN([C@@H](C)CO)C(=O)Cc2cc(NC(=O)CCCN(C)C)ccc2O[C@H]1CN(C)S(=O)(=O)c1ccccc1 | 0.8 | 4.3
C[C@@H]1CN([C@@H](C)CO)C(=O)Cc2cc(NS(=O)(=O)c3cn(C)cn3)ccc2O[C@H]1CN(C)S(=O)(=O)c1ccccc1 | 0.1 | -3.2
COc1ccc(NC(=O)N2C[C@H](O)COC[C@H]3O[C@@H](CC(=O)N4CCCCC4)CC[C@@H]32)cc1 | 0.3 | -0.7
C[C@@H]1CN([C@@H](C)CO)C(=O)Cc2cc(NC(=O)Nc3ccc4c(c3)OCO4)ccc2O[C@H]1CN(C)Cc1ccc(Oc2ccccc2)cc1 | -0.8 | -2.1
C[C@H](CO)N1C[C@H](C)[C@@H](CN(C)Cc2ccc(-c3ccccc3)cc2)Oc2ccc(NC(=O)Nc3ccccc3)cc2C1=O | 0.4 | -3.0
O=C(Nc1ccc2c(c1)[C@@H]1C[C@@H](CC(=O)N3CCCCC3)O[C@H](CO)[C@@H]1O2)Nc1ccccc1F | 0.4 | 2.0
C[C@H](CO)N1C[C@H](C)[C@H](CN(C)CC2CC2)Oc2ccc(NC(=O)Nc3ccc(C(F)(F)F)cc3)cc2CC1=O | -0.2 | -0.5
CN(C)C(=O)C[C@@H]1C[C@H]2c3cc(NC(=O)Nc4ccc(F)cc4)ccc3O[C@H]2[C@@H](CO)O1 | 0.2 | 1.5

Single records, as listed above:
Shown for C[C@H]1CCCCO[C@H](CN(C)S(C)(=O)=O)[C@@H](C)CN([C@@H](C)CO)C(=O)c2cc(NC(=O)NC3CCCCC3)ccc2O1 : TcdB inh: 0.4; Mtb BioA inh: 0.9
Shown for C[C@H](CO)N1C[C@H](C)[C@H](CN(C)C(=O)Cc2ccncc2)Oc2cc(C#CC3(O)CCCC3)ccc2S1(=O)=O : TcdB inh: 1.0; Mtb BioA inh: -0.1

The main list resumes; the four compounds before the break are reprinted first.
SMILES | TcdB inh | Mtb BioA inh
C[C@H](CO)N1C[C@H](C)[C@@H](CN(C)Cc2ccc(-c3ccccc3)cc2)Oc2ccc(NC(=O)Nc3ccccc3)cc2C1=O | 0.4 | -3.0
O=C(Nc1ccc2c(c1)[C@@H]1C[C@@H](CC(=O)N3CCCCC3)O[C@H](CO)[C@@H]1O2)Nc1ccccc1F | 0.4 | 2.0
C[C@H](CO)N1C[C@H](C)[C@H](CN(C)CC2CC2)Oc2ccc(NC(=O)Nc3ccc(C(F)(F)F)cc3)cc2CC1=O | -0.2 | -0.5
CN(C)C(=O)C[C@@H]1C[C@H]2c3cc(NC(=O)Nc4ccc(F)cc4)ccc3O[C@H]2[C@@H](CO)O1 | 0.2 | 1.5
COc1cccc(NC(=O)N[C@@H]2CC[C@H](CC(=O)N3CCOCC3)O[C@H]2CO)c1 | 0.8 | 4.8
Cc1ccc(S(=O)(=O)N(C)C[C@H]2OCCCC[C@H](C)Oc3ccc(NC(=O)Nc4cccc5ccccc45)cc3C(=O)N([C@H](C)CO)C[C@H]2C)cc1 | -0.1 | -3.3
CCCNC(=O)N(C)C[C@H]1Oc2cc(-c3cncnc3)ccc2S(=O)(=O)N([C@@H](C)CO)C[C@H]1C | 0.1 | -0.7
Cc1noc(C)c1S(=O)(=O)Nc1ccc2c(c1)C(=O)N([C@H](C)CO)C[C@@H](C)[C@H](CN(C)S(=O)(=O)c1ccc(F)cc1)OCCCC[C@@H](C)O2 | 0.8 | -0.2
C/C=C/c1cnc2c(c1)C(=O)N([C@@H](C)CO)C[C@H](C)[C@@H](CN(C)C(=O)c1ccc3c(c1)OCO3)O2 | 0.5 | 2.0
O=C(C[C@@H]1C[C@H]2c3cc(NC(=O)C4CCC4)ccc3O[C@H]2[C@H](CO)O1)NCc1ccc2c(c1)OCO2 | 1.7 | 0.1
CO[C@@H]1CN(C)C(=O)c2cc(NC(=O)c3ccccc3)ccc2OC[C@H](C)N(C)C[C@H]1C | -0.4 | 0.3
C[C@H](CO)N1C[C@H](C)[C@H](CN(C)C(=O)Nc2ccc(C(F)(F)F)cc2)Oc2ccc(NC(=O)C3CCCCC3)cc2CC1=O | -0.8 | 0.1
COc1ccc(S(=O)(=O)N2C[C@@H](O)COC[C@@H]3O[C@@H](CC(=O)NCCN4CCCCC4)CC[C@H]32)cc1 | -0.4 | -3.0
C[C@@H]1CN([C@@H](C)CO)C(=O)c2cc(-c3ccccc3F)cnc2O[C@@H]1CN(C)Cc1ccccc1F | -0.5 | -0.6
CN(C)CC(=O)N1CCCCN2[C@H](CO)[C@H](c3ccc(-c4cccnc4)cc3)[C@H]2C1 | 0.1 | 2.3
O=C(NC1CCCC1)[C@H]1[C@H](CO)[C@H]2Cn3c(ccc(-c4ccncc4)c3=O)[C@H]2N1CCc1ccccc1 | -0.5 | 5.2
C[C@H](CO)N1C[C@H](C)[C@H](CN(C)Cc2ccc(Cl)c(Cl)c2)Oc2ccc(NC(=O)Nc3ccccc3)cc2CC1=O | 0.6 | -2.3
C[C@@H]1CCCCO[C@@H](CN(C)C(=O)Nc2ccc(F)cc2)[C@H](C)CN([C@H](C)CO)C(=O)c2cc(NC(=O)c3ccccc3)ccc2O1 | -0.1 | -0.3
Cc1ccc(S(=O)(=O)N(C)C[C@@H]2OCCCC[C@@H](C)Oc3ccc(NC(=O)Nc4c(C)noc4C)cc3C(=O)N([C@H](C)CO)C[C@H]2C)cc1 | 0.0 | -0.5
COc1cccc(NC(=O)N(C)C[C@H]2Oc3ncc(/C=C/c4ccccc4)cc3C(=O)N([C@@H](C)CO)C[C@@H]2C)c1 | -0.3 | 1.8
C[C@@H]1CN([C@@H](C)CO)C(=O)c2cccc(NC(=O)c3ccc(-c4nccs4)cc3)c2O[C@@H]1CN(C)C(=O)NC1CCCCC1 | 0.4 | -0.5
O=S(=O)(c1ccccc1F)N1CC[C@H]2[C@H](CO)Nc3ccc(C4=CCCCC4)cc3[C@H]21 | -0.8 | 4.7
COc1cccc(NC(=O)N[C@@H]2CC[C@@H](CC(=O)Nc3ccccc3)O[C@@H]2CO)c1 | 0.7 | 2.6
CN(C)C(=O)c1cccc(-c2ccc([C@@H]3[C@H]4CN(CCC(F)(F)F)CCCCN4[C@H]3CO)cc2)c1 | 0.8 | 0.7

Other entries:
SMILES | TcdB inh | Mtb BioA inh
C[C@H](CO)N1C[C@H](C)[C@@H](CN(C)C(=O)C2CCCCC2)OCCCC[C@H](C)Oc2ccc(NS(=O)(=O)c3ccc(Cl)cc3)cc2C1=O | 0.2 | -1.6
COc1cccc(S(=O)(=O)Nc2ccc3c(c2)C(=O)N(C)C[C@@H](OC)[C@@H](C)CN(C(=O)Cc2cccnc2)[C@H](C)CO3)c1 | -0.2 | 0.4
C[C@@H]1CN([C@@H](C)CO)C(=O)c2cc(NS(=O)(=O)c3ccccc3)ccc2O[C@@H](C)CCCCO[C@@H]1CN(C)S(=O)(=O)c1cccs1 | -1.0 | -2.5
O=C(Nc1cc(Cl)cc(Cl)c1)N[C@H]1CC[C@H](CCNS(=O)(=O)c2cccc(F)c2)O[C@H]1CO | 2.1 | 2.2
COc1cccc(NC(=O)N[C@@H]2CC[C@@H](CC(=O)NCc3ccccn3)O[C@@H]2CO)c1 | -0.7 | 1.9
O=C(C[C@H]1C[C@H]2c3cc(NC(=O)c4cccnc4)ccc3O[C@H]2[C@@H](CO)O1)NCc1ccncc1 | 0.1 | 25
COc1ccc(NC(=O)Nc2ccc3c(c2)C(=O)N([C@@H](C)CO)C[C@@H](C)[C@@H](CN(C)S(=O)(=O)c2ccc(OC)cc2)O3)cc1 | -0.2 | 1.1
C[C@@H]1CN([C@@H](C)CO)C(=O)Cc2cc(NS(=O)(=O)c3ccc(F)cc3)ccc2O[C@H]1CN(C)S(=O)(=O)c1cccs1 | -0.5 | 1.3
COc1ccc(NC(=O)N2C[C@@H]3[C@H](c4ccccc42)[C@@H](CO)N3C(=O)C2CCCCC2)cc1 | 1.0 | -0.7
C[C@@H]1CN([C@@H](C)CO)S(=O)(=O)c2ccc(C#Cc3ccncc3)cc2O[C@H]1CN(C)C(=O)C1CCCCC1 | -3.0 | -7.7
C[C@@H]1CN([C@@H](C)CO)C(=O)Cc2cc(NC(=O)CCCCCC(=O)Nc3ccccc3N)ccc2O[C@@H]1CN(C)Cc1ccc(C(F)(F)F)cc1 | -0.1 | 1.0
CCC(=O)Nc1ccc2c(c1)OC[C@@H](C)N(C(=O)Cc1cccnc1)C[C@@H](C)[C@@H](OC)CN(C)C2=O | -0.2 | 8.2
CO[C@@H](CN(C)S(=O)(=O)c1cccc(Cl)c1)[C@@H](C)CN([C@H](C)CO)S(=O)(=O)c1ccc(Cl)cc1 | 0.5 | -0.5
Cc1ccc(S(=O)(=O)Nc2ccc3c(c2)C(=O)N([C@@H](C)CO)C[C@@H](C)[C@H](CN(C)C(=O)Cc2ccccc2)OCCCC[C@@H](C)O3)cc1 | -0.4 | -0.3
CC(C)NC(=O)N(C)C[C@H]1Oc2ccc(NC(=O)C3CC3)cc2CC(=O)N([C@H](C)CO)C[C@@H]1C | 0.1 | -1.0
C[C@@H]1CN([C@@H](C)CO)C(=O)c2cc(NS(=O)(=O)c3ccccc3)ccc2O[C@@H]1CN(C)CC1CC1 | -0.6 | -0.6
CO[C@H]1CN(C)C(=O)c2ccc(NC(C)=O)cc2OC[C@@H](C)NC[C@@H]1C | 0.2 | 0.3
C[C@H]1CCCCO[C@@H](CN(C)C(=O)c2ccccc2)[C@@H](C)CN([C@@H](C)CO)C(=O)c2cc(NS(=O)(=O)c3ccc(Cl)cc3)ccc2O1 | 0.2 | -1.3
COc1ccc(S(=O)(=O)N(C)C[C@@H]2OCCCC[C@@H](C)Oc3ccc(NC(=O)NC4CCCCC4)cc3C(=O)N([C@H](C)CO)C[C@@H]2C)cc1 | -1.7 | 0.7
CO[C@@H]1CN(C)C(=O)c2ccc(NS(=O)(=O)c3ccccc3)cc2OC[C@H](C)N(C)C[C@@H]1C | 0.1 | 0.0

Additional entries follow.
SMILES | TcdB inh | Mtb BioA inh
Cc1noc(C)c1NC(=O)NCC[C@@H]1CC[C@@H](NC(=O)c2ccc(F)cc2)[C@H](CO)O1 | -0.3 | 0.0
CC=Cc1ccc2n(c1=O)C[C@@H]1[C@@H](CO)[C@H](C(=O)N(C)C)N(CC3CCCCC3)[C@H]21 (mixture of isomers) | 1.1 | -0.2
O=C(C[C@H]1CC[C@@H]2[C@H](COC[C@@H](O)CN2C(=O)c2ccncc2)O1)NCc1cc(F)cc(F)c1 | -2.2 | 0.5
CN(C)C(=O)[C@@]1(CCS(=O)(=O)c2ccccc2)N=C(c2ccc(OCCCO)cc2)O[C@H]1c1ccccc1 | 0.6 | 0.1
C[C@H](CO)N1C[C@H](C)[C@H](CN(C)Cc2ccc(C(=O)Nc3ccccc3N)cc2)Oc2c(cccc2N(C)C)C1=O | -2.9 | -2.2
COc1ccc(C#Cc2ccc([C@H]3[C@H](CO)N4CCCCN(C(=O)Nc5ccccc5)C[C@@H]34)cc2)cc1 | -1.8 | -1.2
CC(C)NC(=O)N(C)C[C@@H]1Oc2ncc(C#Cc3ccncc3)cc2C(=O)N([C@@H](C)CO)C[C@@H]1C | -0.2 | -0.6
O=C(C[C@@H]1C=C[C@@H](NC(=O)Nc2ccc(C(F)(F)F)cc2)[C@H](CO)O1)NCc1cc(F)cc(F)c1 | 0.5 | 3.2
COc1ccc(S(=O)(=O)N2C[C@@H](O)COC[C@@H]3O[C@H](CC(=O)NCc4ccc(Cl)c(Cl)c4)CC[C@H]32)cc1 | 0.6 | -0.8
C[C@@H]1CN([C@@H](C)CO)C(=O)c2cc(NS(C)(=O)=O)ccc2O[C@@H](C)CCCCO[C@@H]1CN(C)Cc1ccncc1 | 0.2 | -2.2
C[C@@H]1CN([C@@H](C)CO)S(=O)(=O)c2ccc(C#C[C@@H](C)O)cc2O[C@H]1CN(C)C(=O)CN(C)C | 0.7 | -3.8
C[C@@H]1CN([C@@H](C)CO)C(=O)c2cccc(NS(C)(=O)=O)c2O[C@@H]1CN(C)C(=O)NC1CCCCC1 | 0.4 | -3.6

Assay outcomes (PubChem BioAssay)
